HTR5A ag ctr: HTR5A agonism, opioid heterodimer counter-screen. HTR5A agonist assay, luminescence, cell-based. P47898. actives 0.61% (n = 340,000). activation, % at 9.3 µM; in the data active means activation mostly above about 9.5%, no sharp cut-off; inactive means mostly below about 7.6%;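 further: 0% = cells with vehicle only and 100% = reference agonist; strong numbers were not always called active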
Target sequence (P47898 whole entry, looked up): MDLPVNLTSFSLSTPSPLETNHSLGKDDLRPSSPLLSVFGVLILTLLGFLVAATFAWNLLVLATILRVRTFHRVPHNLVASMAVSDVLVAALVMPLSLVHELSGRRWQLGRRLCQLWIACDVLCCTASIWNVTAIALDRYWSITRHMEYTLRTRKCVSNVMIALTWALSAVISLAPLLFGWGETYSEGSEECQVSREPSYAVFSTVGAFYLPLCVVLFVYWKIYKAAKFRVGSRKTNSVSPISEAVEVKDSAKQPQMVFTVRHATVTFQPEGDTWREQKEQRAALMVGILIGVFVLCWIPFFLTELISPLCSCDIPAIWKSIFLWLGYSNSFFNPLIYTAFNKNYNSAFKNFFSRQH
MITF TRPM1 HTS: MITF TRPM1 promoter activation in melanoma cells; SK-MEL-5 TRPM1-promoter luciferase, 24 h; % of positive control, neutral wells = 0; actives 0.75% (n = 300,000); activation, % at 12.5 µM;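 active means mean activation of at least 80% with every replicate also reaching 80%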;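 further: 0% = neutral control wells and 100% = parthenolide positive control wells; values of inactives mirror those of a sister screen read the other way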
cardiac RTF act: cardiac RTF calcium sensitization | actives 0.24% (n = 340,000) | IANBD-labeled TnC RTF fluorescence at EC20 calcium; 0% EC20 calcium, 100% full calcium | activation, % at 7.2 µM;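 active means activation above the mean over all tested compounds plus 3 SD, cut at about 30% in these data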;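 further: rise in fluorescence read as greater calcium sensitivity of cardiac thin filaments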
SR-BI DiI inh: inhibitors of mouse SR-BI mediated HDL lipid uptake; Q61009; ldlA[mSR-BI] CHO cells, DiI-HDL uptake fluorescence, 3 h; inhibition, % at 12.5 µM; actives 0.96% (n = 320,000); AID 488896;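 active means mean replicate inhibition of at least 70% and a set share of replicates each scoring 70 or more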;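 further: 0% = median of neutral control wells and 100% = median of positive control wells; values of inactives mirror those of a sister screen read the other way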
dFosB activator: mouse delta FosB homodimer activation; P13346; purified delta FosB, TAMRA-CDK5 oligo fluorescence polarization; percent of positive-control signal above neutral wells; activation, % at 25 µM; actives 0.99% (n = 340,000); AID 493131;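 active means mean activation above about 17%, with every replicate also reaching it, limit read from the data, passing the limit was not always enough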;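 further: fluorescence polarization rise as delta FosB binds a TAMRA Cdk5 AP-1 oligo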
Target sequence (P13346 whole entry, looked up): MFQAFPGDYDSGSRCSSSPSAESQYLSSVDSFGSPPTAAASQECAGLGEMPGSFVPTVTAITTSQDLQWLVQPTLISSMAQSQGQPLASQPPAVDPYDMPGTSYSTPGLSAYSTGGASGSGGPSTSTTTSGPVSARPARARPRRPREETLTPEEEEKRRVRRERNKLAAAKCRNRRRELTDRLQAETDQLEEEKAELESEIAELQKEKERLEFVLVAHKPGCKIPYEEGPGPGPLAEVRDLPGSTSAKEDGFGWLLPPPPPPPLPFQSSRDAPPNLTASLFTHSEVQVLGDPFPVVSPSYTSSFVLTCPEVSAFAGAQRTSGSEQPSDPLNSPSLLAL
PvdQ acylase: blocks Pseudomonas aeruginosa PvdQ acylase activity. purified PvdQ acylase, fluorescence plate reader. inhibition, % at 10 µM. actives 0.063% (n = 340,000). AID 488965; in the data active means inhibition above about 30%, passing the limit was not always enough;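 further: 0% = vehicle neutral wells and 100% = reference inhibitor wells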
Wnt act: Wnt/beta-catenin pathway activation | Wnt/beta-catenin reporter cell assay, activator, plate reader | activation, % at 9.35 µM | actives 1.2% (n = 300,000) | AID 743398; in the data active means activation above about 30%, passing the limit was not always enough;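 further: 0% = neutral control wells and 100% = positive control wells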
SR-BI DiI-HDL act: activators of SR-BI mediated HDL lipid uptake | activation, % at 12.5 µM | actives 0.096% (n = 320,000) | CHO ldlA[mSR-BI] cells, DiI-HDL uptake fluorescence, 3 h; 100 = double the neutral-control signal;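 active means mean replicate activation of at least 60% and every replicate at or above 60%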;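 further: 0% = median plate neutral-control signal and 100% = twice that signal; values of inactives mirror those of a sister screen read the other way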
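Material – SR-BI-overexpressing, LDLR-lacking CHO cells · Medium – BSA-supplemented, HEPES-buffered Ham's F12, pH 7.4 · Doses – single concentration · Times – compound with DiI-HDL co-incubation, 3 h at 37 °C · Measured by – bottom-read fluorescence, 550/595 nm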
CDK5 inh: inhibitors of human CDK5/p35 kinase; Q00535+Q15078; inhibition, % at 10 µM; Recombinant CDK5/p35, ADP-Glo luminescence, 60 min; actives 0.01% (n = 330,000);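 active means highest replicate inhibition of at least 50% and at least 75% of replicates reaching 50%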;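 further: plate controls were DMSO neutral control for no effect and GW8510 at 10 µM for full effect; many of its hits are not listed in these tables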
Rtt109 Vps75: inhibitors of Candida albicans Rtt109/Vps75 histone acetyltransferase; Q5AAJ8; purified Rtt109/Vps75, ThioGlo CoA-SH fluorescence, 4 h; inhibition, % at 34.9 µM; actives 0.16% (n = 330,000); AID 540336;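 active means inhibition of at least 50% in every replicate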
Target sequence (Q5AAJ8 whole entry, looked up): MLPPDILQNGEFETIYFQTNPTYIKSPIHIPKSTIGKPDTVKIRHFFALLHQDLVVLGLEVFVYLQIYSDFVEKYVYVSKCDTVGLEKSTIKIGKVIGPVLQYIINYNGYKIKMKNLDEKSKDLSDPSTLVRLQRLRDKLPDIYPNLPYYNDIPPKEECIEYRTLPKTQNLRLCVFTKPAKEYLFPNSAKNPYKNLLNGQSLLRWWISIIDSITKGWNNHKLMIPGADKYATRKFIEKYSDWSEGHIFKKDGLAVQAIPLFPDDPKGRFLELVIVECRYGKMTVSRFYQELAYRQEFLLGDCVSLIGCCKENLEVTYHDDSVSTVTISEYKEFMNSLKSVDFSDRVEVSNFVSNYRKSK
The depositor's hits bear a star; · = not tested or not shown.

SMILES | HTR5A ag ctr | MITF TRPM1 HTS | cardiac RTF act | SR-BI DiI inh | dFosB activator | PvdQ acylase | Wnt act | SR-BI DiI-HDL act | CDK5 inh | Rtt109 Vps75
O=C(N/N=C/C(Cl)=C\c1ccccc1)c1cccs1 | 3 | · | 2 | 14 | -22 | -10 | 39* | -14 | 0.1 | 1
CC(NC(=O)c1ccccc1)C(=O)N/N=C/c1ccco1 (configuration not stated) | -3 | -1 | -3 | · | 2 | -7 | -4 | · | -0.1 | -3
Cc1ccc(/C([O-])=C(/C(=S)NCc2ccccc2)[n+]2ccccc2)cc1[N+](=O)[O-] | -3 | 5 | 5 | · | -10 | -5 | -1 | · | 0.8 | 0
Cc1ccc([N+](=O)[O-])c(OCCn2cnc3ccccc32)c1 | 2 | 5 | -2 | -20 | 0 | -6 | -2 | 20 | -1.3 | 1
S=C(c1ccc(-c2ccc(Br)cc2)o1)N1CCCCC1 | -1 | 72 | -1 | 5 | -5 | -12 | 46* | -5 | 2.0 | 6
CCC1CN(C(=O)NCc2cccc(OC)c2)c2cc(Cl)ccc2O1 (configuration not stated) | 4 | 7 | 11 | 46 | -6 | -20 | 10 | -46 | 0.9 | -3
O=C(Nc1ccccc1)Nc1ccc2ncoc2c1 | 7 | 14 | 3 | 0 | -9 | 7 | 8 | 0 | 1.6 | 2
O=C(NCCCN1CCCC1=O)c1ccc2c(=O)n(Cc3ccco3)c(=S)[nH]c2c1 | 2 | -3 | -10 | -4 | -12 | -15 | -9 | 4 | -2.7 | 0
Cc1nc2ccc([N+](=O)[O-])cc2c(=O)n1Cc1ccccc1Br | 5 | 1 | 7 | 17 | -6 | -9 | -1 | -17 | -2.5 | 9
NC(=O)CCN(C(=O)c1cccc(S(=O)(=O)N2CCc3ccccc32)c1)c1ccccc1 | 1 | -15 | 7 | -3 | -5 | -14 | 0 | 3 | 0.4 | -1
COc1ccc(CCNC(=O)c2cccc(S(=O)(=O)NC(C)c3ccccc3)c2)cc1 (configuration not stated) | 5 | 3 | -2 | 16 | -3 | -10 | -1 | -16 | -3.0 | -8
Cc1occc1C(=O)N/N=C/C1=C(N2CCOCC2)C(=C\c2ccc(Cl)cc2Cl)/CC1 | 0 | -4 | 3 | 77* | -7 | -4 | -2 | -77 | -1.2 | 9
COCC(=O)N/N=C\c1ccccc1OC/C=C/c1ccccc1 | 2 | 37 | -6 | 11 | -9 | -7 | 23 | -11 | 0.9 | 0
CCN(CC)S(=O)(=O)c1ccc(F)cc1 | 2 | -1 | 5 | -37 | 0 | 10 | · | 37 | -1.2 | 26
O=C(CSc1cn[nH]n1)Nc1cccc(C(=O)O)c1 | 2 | 5 | -8 | -1 | 5 | -1 | -1 | 1 | 1.5 | 81*
COC(=O)c1ccc(C2C3=C(Nc4nnnn42)c2ccccc2OC3)cc1 (configuration not stated) | 5 | · | 4 | -13 | 5 | 7 | · | 13 | -1.9 | -103
S=C(NCCc1ccccc1)N1CCN(C(c2ccccc2)c2ccccc2)CC1 | -2 | -7 | -14 | -10 | -1 | 7 | -2 | 10 | 3.0 | 12
CN(CC(=O)Nc1ccc(F)cc1)C(=O)Cn1cnc2ccc(Cl)cc2c1=O | -3 | 7 | -1 | 17 | -5 | -6 | -1 | -17 | 0.5 | -2
CCOc1ccccc1NS(=O)(=O)c1ccc(Br)s1 | -5 | 4 | 2 | 13 | -1 | -11 | -3 | -13 | -0.8 | 6
O=S(=O)(NCc1ccccc1)c1ccc(Cl)c(S(=O)(=O)NCc2ccccc2)c1 | 3 | · | 2 | 21 | 2 | -7 | · | -21 | -1.0 | 1
c1ccc(-n2ncc3c(N4CCCC4)ncnc32)cc1 | 1 | · | 1 | -5 | -12 | 3 | · | 5 | -2.0 | 5
CN(c1ccccc1)S(=O)(=O)c1cccc(NC(=O)c2ccc3ncsc3c2)c1 | -3 | -11 | 0 | · | -10 | -7 | -2 | · | 0.8 | -2
CC(=O)c1nn(-c2cccc(C(F)(F)F)c2)c(=O)[nH]c1=O | 1 | -2 | 3 | -5 | -3 | -6 | 4 | 5 | 0.3 | 5
CCN(CC)c1ccc(NC(=O)Nc2ccccc2)cc1 | 3 | 62 | -6 | -19 | -9 | 23 | 23 | 19 | 1.9 | 7
COc1ccc(OC(=O)CCCN2C(=O)c3ccccc3C2=O)cc1 | 1 | 0 | -1 | -12 | 0 | -2 | · | 12 | -0.2 | 2
O=C(/C=N/O)Nc1ccccc1C(=O)O | 2 | -10 | -2 | -20 | 3 | -9 | · | 20 | -0.4 | 4
COc1ccccc1N1CCN(c2nc(N)c(C#N)c(CC#N)c2C#N)CC1 | 0 | 12 | 1 | 30 | 2 | -3 | · | -30 | 1.3 | 8
Cc1ccc(OCCOc2ccc(Br)cc2)c([N+](=O)[O-])n1 | -1 | 123* | 0 | -5 | 5 | 6 | 13 | 5 | 0.4 | 8
CN(C)CCCN(C(=O)c1ccc(S(=O)(=O)N2CCCCCC2)cc1)c1nc2c(F)cccc2s1 | 0 | 0 | -8 | 7 | -13 | -1 | 0 | -7 | -1.1 | 27
O=C(NCCc1ccccn1)C1CCN(S(=O)(=O)c2ccc3ccccc3c2)CC1 | 1 | -5 | 2 | -6 | -3 | 1 | 4 | 6 | 0.7 | 10
CCN(CC)S(=O)(=O)c1ccc(-c2cn3ccc(C)cc3n2)cc1 | -2 | 47 | -2 | -8 | -9 | -14 | 3 | 8 | -0.7 | -4
CCOc1cc(/C=C2\C(=O)N(c3cccc(C(F)(F)F)c3)C(=O)c3ccccc32)ccc1O | -1 | -4 | 3 | -2 | -14 | -7 | -3 | 2 | 1.0 | 3
Cn1c(=O)cc(OCCCC(=O)N2CCN(c3ccccc3)CC2)c2ccccc21 | 2 | 6 | -8 | 34 | 1 | 4 | · | -34 | 1.7 | 14
O=C(Nc1ccc(Cl)cc1-c1nc2ccccc2s1)c1ccco1 | 0 | · | 6 | 60 | -14 | -9 | · | -60 | 2.1 | 6
O=C(CSc1nnc(CNC(=O)c2c(F)cccc2F)o1)NCc1ccccc1 | 1 | -1 | 4 | 3 | -5 | -11 | -2 | -3 | -0.8 | -5
CCOC(=O)c1ccc(Nc2nc(C)cc(C)c2C#N)cc1 | -2 | -4 | 1 | 73* | -9 | -9 | 1 | -73 | -3.4 | 4
Cn1c(N2CCC(C(N)=O)CC2)nc2c1c(=O)n(Cc1ccc(Cl)cc1)c(=O)n2C | 1 | · | 0 | -13 | 4 | 9 | · | 13 | -0.1 | -1
Cn1c(N)c(N2CCCCC2)c(=O)n(CC(=O)Nc2cccc(C#N)c2)c1=O | 1 | -2 | -5 | -5 | -2 | -15 | -7 | 5 | -1.3 | 6
Fc1ccccc1CNc1nc(-c2cccnc2)nc2ccccc12 | 3 | -15 | -6 | 18 | -24 | -9 | 1 | -17 | -1.9 | -1
COc1cc(-c2nc(-c3ccc(NC(=O)c4ccc5c(c4)OCO5)cc3)no2)cc(OC)c1OC | -1 | 4 | -1 | 45 | 43* | -8 | -12 | -45 | · | -12

Compound profiles, as listed above:
Results for CCN(CC)c1ccc(NC(=O)Nc2ccccc2)cc1 → HTR5A ag ctr = 3; MITF TRPM1 HTS = 62; cardiac RTF act = -6; SR-BI DiI inh = -19; dFosB activator = -9; PvdQ acylase = 23; Wnt act = 23; SR-BI DiI-HDL act = 19; CDK5 inh = 1.9; Rtt109 Vps75 = 7
Results for Cc1ccc(/C([O-])=C(/C(=S)NCc2ccccc2)[n+]2ccccc2)cc1[N+](=O)[O-] → HTR5A ag ctr = -3; MITF TRPM1 HTS = 5; cardiac RTF act = 5; SR-BI DiI inh = ·; dFosB activator = -10; PvdQ acylase = -5; Wnt act = -1; SR-BI DiI-HDL act = ·; CDK5 inh = 0.8; Rtt109 Vps75 = 0

Carrying on:
SMILES | HTR5A ag ctr | MITF TRPM1 HTS | cardiac RTF act | SR-BI DiI inh | dFosB activator | PvdQ acylase | Wnt act | SR-BI DiI-HDL act | CDK5 inh | Rtt109 Vps75
N#C/C(=C/c1cn(-c2ccccc2)nc1-c1cccc(S(=O)(=O)N2CCCC2)c1)C(=O)NCc1ccco1 | 3 | -12 | 2 | 34 | -16 | -5 | -8 | -34 | 0.6 | -5
Cc1ccc(S(=O)(=O)NCCC(=O)NC2CCCCC2)cc1 | 1 | -3 | -6 | 2 | -2 | -22 | -3 | -2 | -3.2 | 6
O=C(c1cnn2c(C(F)(F)F)cc(-c3ccc(Br)cc3)nc12)N1CCOCC1 | -1 | 11 | 1 | 6 | 3 | -15 | · | -6 | -2.2 | -3
CCCCNc1nc(-c2ccccc2)nc(-n2ccnc2)n1 | 2 | · | 18 | 10 | -7 | -9 | · | -10 | 0.2 | 2
CCO[C@H]1OC(C(=O)N2CCN(Cc3ccccc3)CC2)=C[C@@H](c2cn(C(C)=O)c3ccccc23)[C@@H]1CCCO | 3 | -9 | 2 | -5 | -2 | -6 | -4 | 5 | -0.7 | 5
Cc1c(CN2CCC(n3nccc3NC(=O)c3cccc(F)c3)CC2)cnn1C | -2 | 3 | 0 | -20 | -15 | -14 | 0 | 20 | -1.5 | 10
COc1ccc(CNC(=O)CN(C(=O)CCC(=O)Nc2nccs2)c2cccc(C)c2)cc1 | 3 | -5 | -6 | -8 | -6 | 1 | 2 | 8 | -0.2 | 4
Cc1ccc(NC(=O)CN2C(=O)C3C4C=CC(C4)C3C2=O)cc1S(=O)(=O)N(C)C (configuration not stated) | 3 | 9 | 13 | 8 | 0 | -16 | -6 | -8 | 0.3 | 9
CC/C(=N/OC(=O)c1cccc(C)c1)C(=O)c1cccs1 | 3 | 4 | 6 | -1 | -3 | -11 | -3 | 1 | 0.7 | 1
CN(C)c1ccc(C=c2c3ccccc3n3c2c2c([n+]3C)CCCC2)cc1 | -1 | -97 | -2 | 40 | 86* | 14 | -24 | -40 | 4.4 | 5
COc1ccc(C(=O)c2ccccc2Cl)cc1OC | -3 | -21 | -4 | 9 | -3 | 0 | -3 | -9 | -0.6 | 6
C=CCCC(=O)Nc1nc(C)c(-c2csc(Nc3cccc(OC)c3)n2)s1 | -4 | -7 | -5 | 87* | 4 | -6 | -3 | -87 | 1.5 | 5
O=C(O)c1cccc2c1-c1ccc(Cl)cc1C2=O | 1 | 23 | -1 | -8 | 4 | -6 | 0 | 8 | -0.6 | -1
C=CCN1C=C2C(=O)C(C)(OC(=O)c3cccs3)C(=O)C=C2C=C1CCCC(=O)OC (configuration not stated) | 3 | 12 | 4 | -18 | -5 | -7 | 0 | 18 | 0.2 | -3
COc1ccc(NC(=O)COC(=O)Cc2ccsc2)c(OC)c1 | 0 | -6 | -8 | 15 | 0 | -3 | 0 | -15 | 1.5 | -2
CCNCc1cc([N+](=O)[O-])ccc1OCC | 1 | 9 | -7 | · | -3 | 5 | -3 | · | -0.9 | 1
Cc1snc(SCC(=O)c2ccc([N+](=O)[O-])cc2)c1C#N | 4 | 15 | 2 | 33 | -12 | -3 | 2 | -33 | 0.7 | 9
CC(C(=O)N1CCCC1)N(c1ccccc1)S(C)(=O)=O (configuration not stated) | 1 | · | -2 | 4 | 7 | -2 | -2 | -4 | 0.3 | 2
NS(=O)(=O)c1ccc(CCNC(=O)CN2CCN(c3ccccc3F)CC2)cc1 | 1 | 4 | -9 | -34 | 7 | -11 | -2 | 34 | 0.7 | 5

Source: PubChem BioAssay
